UDG counter: counter-screen for AID inhibitors: uracil-DNA glycosylase inhibition; FRET deamination/UDG coupled assay, UDG read, 4 h; AID 1347430; 91,000 compounds, 0.14% hits; Potency, µM (doses to about 115 µM), for the others: top-dose activity change, negative = inhibition, actives largely listed as inhibitors; further: nearly all actives have a fitted effect of over 65% in size
AID inhibitor: inhibitors of human activation induced cytidine deaminase; Q9GZX7; 91,000 compounds, 0.32% hits; AID deamination FRET fluorescence, UDG-coupled, 4 h; Potency, µM (highest dose often 115 µM), without a hit: at the highest dose activity change, negative = inhibition, actives largely listed as inhibitors; further: nearly all actives have a fitted effect of over 25% in size
Target sequence (Q9GZX7 whole entry, looked up): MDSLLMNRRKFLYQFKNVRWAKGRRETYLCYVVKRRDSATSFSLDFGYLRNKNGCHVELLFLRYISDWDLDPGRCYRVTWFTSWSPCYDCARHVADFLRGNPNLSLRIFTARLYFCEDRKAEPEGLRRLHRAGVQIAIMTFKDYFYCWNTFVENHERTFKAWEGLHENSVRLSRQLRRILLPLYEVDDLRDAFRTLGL
* hit, by the source's call; ? = inconclusive; [ ] = dose if it differs, or a comment. The call rests on the fitted dose curve; in most records, active means well fitted curve in the direction sought with a large enough effect; inconclusive means small, poorly fitted or top-dose-only effect, or another doubt; inactive means no such curve, though single readings can be large; an effect the other way counts as inactive or inconclusive. On the % scale 0 is the no-effect control and ±100 the full control effect; potency means the concentration at half of the fitted maximal effect. These rows are one share of the data; count on the stated rates, not on these rows.

SMILES | UDG counter | AID inhibitor
CCCSc1ccc(C(=O)CCN(C)C)cc1 | 0% | -16%
CCOc1cc(C=O)c(Cl)cc1OC | 11% | -2%
C=CCn1c(N2CCN(Cc3cccc4ccccc34)CC2)nc2c1c(=O)[nH]c(=O)n2C | -1% | ?
CCCCNC(=O)c1nn(C)c2c1CSc1ccccc1-2 | -5%[57.5 µM] | -26%
Fc1ccc(Oc2ccc(CNc3ncccn3)cn2)cc1 | -6% | -6%
CCOc1ccc(OCC)c(NC(=O)CCc2nc3cccnc3n2-c2ccccc2)c1 | 12% | -5%
COc1ccc(C(=O)Nc2nonc2-c2ccc(OC)c(OC)c2)cc1Cl | -7% | 31%[activator]
COc1ccc(S(=O)(=O)N2CCN(c3ccc(Cl)c(Cl)c3)CC2)c2ccccc12 | -1% | -17%
COc1ccc(C2c3c(n(C)c4ccccc34)C(=O)N2CC(=O)Nc2c(C)cc(C)cc2C)cc1 (centres undefined) | 21% | ?
COc1ccc(C(=O)NCCc2csc(-c3ccc(Cl)cc3)n2)c(OC)c1 | ? | ?
CCOC(=O)c1cc(S(=O)(=O)N2CCN(c3cc(Cl)ccc3C)CC2)[nH]n1 | 7% | -22%
Cc1ccc(C)c(-c2csc(NC(=O)c3ccccc3SCc3noc(C)n3)n2)c1 | -9% | 1%
Cc1ccccc1C(=O)Nc1ccc2nc(Nc3cccc(C(F)(F)F)c3)cc(C)c2c1 | -23% | ?
COc1ccccc1CNc1nc(-c2ccco2)nn1C(=O)c1ccccc1[N+](=O)[O-] | -9% | ?
COc1ccc2c(CNCc3cccs3)c(C(=O)O)n(Cc3ccc(F)cc3Cl)c2c1 | 3% | -6%
COc1cccc(Cn2nnc3c(=O)[nH]c(C4CCCN(C(=O)c5ccccc5Cl)C4)nc32)c1 (centres undefined) | 22% | -14%
COc1ccc(/C=C/C(=O)OCCN(C)C(C)(C)C)cc1 | -4% | 9%
COc1ccc(-c2cc(NCc3ccc(C)cc3)n3cnnc3n2)cc1 | -6% | -20%
COc1ccc(Cn2c(SCC(=O)NCc3ccccc3)nc3ccccc32)cc1 | ? | 5%
COc1cc(/C=C/C(=O)O)cc(Br)c1OC(C)C | -5% | 1%

The closing 3 entries of the section above are carried over, then new ones follow:
SMILES | UDG counter | AID inhibitor
COc1ccc(-c2cc(NCc3ccc(C)cc3)n3cnnc3n2)cc1 | -6% | -20%
COc1ccc(Cn2c(SCC(=O)NCc3ccccc3)nc3ccccc32)cc1 | ? | 5%
COc1cc(/C=C/C(=O)O)cc(Br)c1OC(C)C | -5% | 1%
O=C(NCc1ccccn1)c1nn(-c2ccccc2F)nc1CO | -5%[57.5 µM] | -11%
Cc1ccccc1N(Cc1cc(=O)[nH]c2ccccc12)C(=O)C(C)C | 5% | -2%
COc1ccc(CCNC(=O)CN(c2cc(C(F)(F)F)ccc2Cl)S(C)(=O)=O)cc1OC | -3% | -5%
COc1ccc(CCNC(=O)c2cc(-c3ccc(Cl)cc3)on2)cc1OC | 5% | -4%
CCOc1ccc(-c2nnc(SCC(=O)Oc3ccccc3)o2)cc1 | ? | -3%
CCCc1c(C)c2ccc(OCC(=O)c3ccccc3)cc2oc1=O | -2% | -5%
O=C1CCCC2=C1C(c1ccc(Br)cc1)c1c([nH]n(-c3ccccc3)c1=O)N2 (centres undefined) | -5% | -5%
O=C(CSc1nccn1Cc1ccc(Cl)cc1)Nc1ccc2c(c1)OCCO2 | 3% | -11%
Cc1cc(=O)n2c(C(=O)Nc3ccc(Br)cc3)c(C(=O)Nc3ccccc3)sc2n1 | 5% | 17%
CCn1nc(C(=O)Nc2cccc(F)c2)c2ccccc2c1=O | 1% | -3%
CCCCOc1ccc(CNC(=O)c2ccc3c(c2)N(C)C(=O)C2CCCCN32)cc1 (centres undefined) | ? | 18%
N#CC1=C(N)OC2=C(C1c1cccnc1)S(=O)(=O)N(Cc1ccccc1)c1ccccc12 (centres undefined) | -1% | 17%
O=C(O)/C=C/c1ccccc1Cl | -3% | -8%
Cc1cccc(C(C)C)c1NC(=O)c1ccc2c(c1)CCC2 | 7% | 7%
CC(C)CNC(=O)CN1CCN(Cc2nc3ccccc3o2)CC1 | 19% | 7%
O=C(Cc1n[nH]c(=O)c2ccccc12)NC(c1ccccc1)C1CC1 (centres undefined) | -2% | -6%
CCNc1nc(NC(C)CC)nc(Oc2ccc(OCC)nn2)n1 (centres undefined) | -8% | -20%
COc1ccccc1CCNC(=O)C(=O)NCC(c1ccco1)S(=O)(=O)c1ccc(F)cc1 (centres undefined) | 5% | 10%
Brc1ccc(-c2csc(NC3CC3)n2)cc1 | 3% | -5%
CN(C)C(CNC(=O)c1nn(C)c(=O)c2ccccc12)c1cccs1 (centres undefined) | -10% | -14%
Cc1cccc(CN2C(=O)c3ccccc3Sc3ccc(C(=O)NCCc4ccccc4)cc32)c1 | -10% | -13%
COc1ccccc1N1CC(C(=O)NCCNC(=O)c2cn(C)c3ccccc23)CC1=O (centres undefined) | 3% | -4%
O=C(CCCc1ccccc1)NCC1CCCO1 (centres undefined) | 9% | 1%
CN1CCC(N(C)C(=O)c2nn(-c3ccccc3)c(=O)c3ccccc23)CC1 | 8% | 3%
CC(=O)c1ccc(N2CCN(C(=O)CCc3nnc4n(C)c(=O)c5sccc5n34)CC2)cc1 | 6% | 3%
CCOc1ccccc1CN1CCc2nc(N3CCN(c4ccccc4F)CC3)ncc2C1 | -11% | 1%
COc1ccc(-c2cc(C(=O)Nc3ccn(Cc4ccc(C)cc4)n3)no2)cc1OC | 2% | 5%
CCN(CC)C(=O)c1ccc2oc(CN3CCN(C(=O)Nc4cccc(F)c4)CC3)nc2c1 | -9% | -9%
COc1cc(C(=O)N2CCN(c3nccs3)CC2)cc(Cl)c1OCC(C)C | -11% | -23%
COc1ccccc1Nc1nc(-c2ccccc2)cs1 | -20% | -15%
CC(C)(CN)C12CC3CC(CC(C3)C1)C2 | 5% | -2%
CC(C)c1nn2c(=O)cc(COC(=O)c3ccc(NC(=O)COc4ccccc4)cc3)nc2s1 | -1% | 7%
O=C(COc1ccc(F)cc1)Nc1ccc(Cl)c(-c2nc3ccccc3[nH]2)c1 | -7% | 6%
O=C(NCC1(N2CCOCC2)CCCCC1)c1cccc(NC(=O)c2cccs2)c1 | -2% | -4%
COc1cccc(C(=O)N(Cc2ccc(C)o2)C2CCS(=O)(=O)C2)c1 (centres undefined) | 6% | 4%
COc1ccc(OC)c(-c2cc3ccc(OS(C)(=O)=O)cc3oc2=O)c1 | 2% | -3%
CCOC(=O)c1ccccc1NC(=O)NCc1c(-n2cccc2)sc2c1CCCC2 | 4% | -6%
N#Cc1cc2c(=O)n3ccccc3nc2n(-c2nnc(SCc3ccccc3F)s2)c1=O | 26% | 34%[activator]
Cc1cc(C)cc(N(CC(=O)NCc2ccccc2Cl)S(=O)(=O)c2c(C)noc2C)c1 | -11% | -23%
CCc1ccccc1NC(=O)Nc1ccc2c(c1)N(CC)C(=O)c1ccccc1S2 | -6%[57.5 µM] | 3%
O=C(NCC(c1cccnc1)N1CCOCC1)C(=O)Nc1ccc(F)cc1 (centres undefined) | 10% | 5%
O=C(N/N=C/c1ccc(Cl)s1)c1ccc2ccccc2c1 | -1% | -2%
CNC(=O)C1CCC(Cn2c(=O)c3sccc3n(CC(=O)N3CCCC3)c2=O)CC1 (centres undefined) | -6% | 1%
CCOc1ccc(CC(=O)Nc2cccc(-c3nc4cccnc4s3)c2C)cc1 | -7%[57.5 µM] | -21%
CC(C)(C)OC(=O)N1CCC(c2c(C(=O)NCc3ccccc3)cnn2-c2cccc(F)c2)CC1 | -21% | ?
C/C(=N\NC(=O)c1ccc(C(C)(C)C)cc1)c1ccc2ccccc2c1 | -2% | -1%
CCOC(=O)CN(Cc1cccs1)CC1CCCO1 (centres undefined) | -4% | 7%
O=C(NCCC1=CCCCC1)C12CC3CC(CC(C3)C1)C2 | 1% | -1%
COc1ccc(C(C#N)(CCC#N)C(C)C)cc1OC (centres undefined) | 8% | 5%
CN(/C=C/C(=O)C(F)(F)F)CC(=O)O | -4% | -2%
CC(C)c1ccc(CCC(=O)NC2CC(C)(C)NC(C)(C)C2)cc1 | 1% | 0%
CCOc1ccc(NC(=O)CCc2nc3cccnc3n2-c2ccccc2)cc1 | -14% | 20%
COc1ccc(-c2nc(S(=O)(=O)c3ccc4c(c3)OCCO4)c(N(C)C)o2)cc1OC | 8% | 2%
CCOCCCn1c(=N)c(S(=O)(=O)c2ccc(C)cc2)cc2c(=O)n3ccccc3nc21 | 9% | 13%
Cc1ccc(OCCOC(=O)C2COc3ccccc3O2)cc1 (centres undefined) | 4% | -2%
O=C(O)c1cnc(Cl)c(Cl)c1 | 7% | 1%
COc1ccc(N2CCN(S(=O)(=O)CCNC(=O)COc3ccccc3F)CC2)cc1 | 9% | 19%
COc1ccc(C(CNC(=O)CN2CCN(C(C)=O)CC2)c2c[nH]c3ccccc23)cc1 (centres undefined) | -5% | -2%
Cc1c(C(=O)OC(C)C#N)oc2c1ccc1ccccc12 (centres undefined) | 0% | 2%
O=C(NN1CCN(C(c2ccccc2)c2ccccc2)CC1)c1ccc(F)cc1Cl | 0% | -8%

Following part.
SMILES | UDG counter | AID inhibitor
CC1(C)CC2CC(C)(CN2/C=C/C(=O)C(F)(F)F)C1 (centres undefined) | -6% | -5%
CNC(=O)c1ccc(-c2nc(CN3CCN(C(=O)Nc4cccc(Cl)c4)CC3)c(C)o2)cc1 | -4% | -10%
CC(C)(C#CCN1CCCCC1)OCCOC(c1ccccc1)c1ccccc1 | -15% | -14%
O=C(Nc1cccc(C(F)(F)F)c1)c1ccc(F)c(S(=O)(=O)N2CCc3ccccc3C2)c1 | -9% | 61%[activator]
O=c1c(N2CCN(c3cccc(Cl)c3)CC2)csc2ccccc12 | 4% | ?
O=C(Nc1ccccc1Br)C1CC2CCCC(C1)C2=O (centres undefined) | 0% | 3%
O=C(Cn1nc(N2CCN(c3ccccc3)CC2)ccc1=O)Nc1ccc(F)c(Cl)c1 | -14% | -15%
COc1ccc(CNc2ncnc3c2c(-c2ccccc2)cn3-c2cccc(C)c2)cc1 | -12%[57.5 µM] | -20%
CCc1ccc(NCc2cc3cc4c(cc3n(CC(=O)Nc3ccccc3C)c2=O)OCCO4)cc1 | 12% | 176%[activator]
O=C(NCCc1ccc(Cl)cc1)c1cnc2sc(N3CCCCC3)nn2c1=O | 18% | 14%
Cc1cc(C(=O)N2CCN(c3cccc(C)c3C)CC2)c2c(C)nn(-c3ccccc3)c2n1 | -15% | -6%
Cc1ccccc1C(=O)Nc1sc2c(c1C(=O)NCc1ccco1)CCC(C(C)(C)C)C2 (centres undefined) | -20% | -29%
Cn1nc(C(=O)NCc2ccc(Cl)cc2Cl)c2ccccc2c1=O | -12% | -29%
CN1CCN(c2oc(-c3cccc(Cl)c3)nc2C#N)CC1 | 0% | -1%
CCN(CC)C(=O)CSc1nc(-c2ccc(OC)cc2)nc2c1COC(C)(C)C2 | 7% | -9%
COC(=O)c1c(SCC(=O)Nc2ccccc2OC)[nH]c2ccccc2c1=O | 5% | -11%
COc1cccc(Cn2c(=O)n(CC3CCC(C(=O)NC(C)C)CC3)c(=O)c3sccc32)c1 (centres undefined) | 10% | 0%
COc1ccccc1OC(C)C(=O)Nc1c(C(=O)c2ccc(Cl)cc2)oc2ccccc12 (centres undefined) | 4% | 12%
COCCN(CCOC)C(=O)COc1cc2oc(=O)cc(C)c2cc1Cl | -1% | -9%
CCN(C(C)C(=O)Nc1ccc(C)cc1)S(=O)(=O)c1cccc2cc(C)cnc12 (centres undefined) | -11% | -10%

Taken from above:
For AID inhibitor, `Cc1ccccc1C(=O)Nc1sc2c(c1C(=O)NCc1ccco1)CCC(C(C)(C)C)C2` (centres undefined) reads -29%
For UDG counter, `CC(C)CNC(=O)CN1CCN(Cc2nc3ccccc3o2)CC1` reads 19%
For AID inhibitor, `O=C(Nc1ccccc1Br)C1CC2CCCC(C1)C2=O` (centres undefined) reads 3%
For UDG counter, `CCOc1ccc(NC(=O)CCc2nc3cccnc3n2-c2ccccc2)cc1` reads -14%

The list continues:
SMILES | UDG counter | AID inhibitor
COCCn1c(C(=O)NCc2ccccn2)nc2ccccc2c1=O | 0% | 13%
COCCN1C(=O)c2ccccc2C(C(=O)Nc2cccc(OC)c2)C12CCCC2 (centres undefined) | 0% | 1%
Cc1ccc(C(=O)N2CCc3cc(CNC(=O)c4ccnn4C)ccc32)cc1 | -13% | -13%
COc1ccccc1C(=O)Nc1nc2nc(C)c(Cc3ccccc3)c(=O)n2[nH]1 | -1% | 35µM*
COC(=O)/C=C/c1cc(OC)c(OC)c(S(=O)(=O)Oc2ccc3c(c2)CCC3)c1 | 11% | 6%
CCCc1nn2c(=O)cc(COC(=O)c3ccccc3NC(=O)c3ccc(Cl)cc3)nc2s1 | -14% | -24%
CCNC(=S)N/N=C(/C)c1ccccc1Br | 1% | -7%

Filtered by structure: the entries above containing a cyano group
SMILES | UDG counter | AID inhibitor
N#CC1=C(N)OC2=C(C1c1cccnc1)S(=O)(=O)N(Cc1ccccc1)c1ccccc12 (centres undefined) | -1% | 17%
N#Cc1cc2c(=O)n3ccccc3nc2n(-c2nnc(SCc3ccccc3F)s2)c1=O | 26% | 34%[activator]
COc1ccc(C(C#N)(CCC#N)C(C)C)cc1OC (centres undefined) | 8% | 5%
Cc1c(C(=O)OC(C)C#N)oc2c1ccc1ccccc12 (centres undefined) | 0% | 2%
CN1CCN(c2oc(-c3cccc(Cl)c3)nc2C#N)CC1 | 0% | -1%

From PubChem BioAssay
